From PubChem
HP1b chromo inh: blocks HP1-beta chromodomain binding to methylated histone tails; AlphaScreen HP1-beta / biotin-H3K9me3 peptide binding; Potency, µM (doses to about 114 µM), for inactives: at the top dose activity change, negative = inhibition, hits mostly inhibitors; 390,000 compounds, 0.56% hits; AID 540317; also: potency is read from the fitted curve at half-maximal effect; nearly all actives have a fitted effect of over 70% in size; inactives centre near 23
Target sequence (P83916 whole entry, looked up): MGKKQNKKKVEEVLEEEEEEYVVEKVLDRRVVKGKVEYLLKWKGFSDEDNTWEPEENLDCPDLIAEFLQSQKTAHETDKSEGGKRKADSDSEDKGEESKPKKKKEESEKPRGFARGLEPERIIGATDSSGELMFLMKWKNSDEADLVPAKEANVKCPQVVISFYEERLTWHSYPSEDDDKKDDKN
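HP1-beta protein (50 nM final) preincubated 30 min at room temperature with biotinylated H3(1-18)K9me3 peptide (50 nM) in PBS pH 7.4, 0.01% Tween-20, then compound added for 30 min. AlphaScreen streptavidin donor/nickel chelate acceptor beads (10 ug/mL final), 30 min dark, luminescence read.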
RGS4 inhibitor: blocks human RGS4-accelerated GTP hydrolysis; P49798; Transcreener GDP fluorescence polarization, RGS4-accelerated GTP hydrolysis; Potency, µM (top dose mostly 114 µM), without a hit: at the highest dose activity change, negative = inhibition, actives largely listed as inhibitors; 390,000 compounds, 0.039% hits; AID 504845; also: potency is read from the fitted curve at half-maximal effect; % is scaled to controls: 0 for no effect and ±100 for the full control effect; nearly all actives have a fitted effect of over 75% in size; some results filed as inactive show a strong effect at the top dose
Target sequence (P49798 whole entry, looked up): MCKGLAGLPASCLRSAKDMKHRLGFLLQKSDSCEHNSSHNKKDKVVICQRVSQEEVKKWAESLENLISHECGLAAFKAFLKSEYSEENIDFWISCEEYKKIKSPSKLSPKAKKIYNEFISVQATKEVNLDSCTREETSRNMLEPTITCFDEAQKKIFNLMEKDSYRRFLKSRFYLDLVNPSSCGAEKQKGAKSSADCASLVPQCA
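MLSMR compounds (23 nl, pin-transferred) preincubated 10 min at room temperature with a 500nM (2x) first reagent, then RGS4 at 900nM (2x) plus Transcreener GDP mix added; fluorescence polarization (620/688 nm) read before and after 90 min at 30 °C.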
G9a block: blocks human histone lysine methyltransferase G9a; Potency, µM (top dose mostly 102 µM), for inactives: at the top dose activity, negative = inhibition, hits mostly inhibitors; Q96KQ7; 350,000 compounds, 8.8% hits; G9a H3K9 monomethylation, AlphaScreen, 2 h; also: potency is read from the fitted curve at half-maximal effect; % is scaled to controls: 0 for no effect and ±100 for the full control effect; nearly all actives have a fitted effect of over 75% in size
Target sequence (Q96KQ7 913-1193 limits assumed): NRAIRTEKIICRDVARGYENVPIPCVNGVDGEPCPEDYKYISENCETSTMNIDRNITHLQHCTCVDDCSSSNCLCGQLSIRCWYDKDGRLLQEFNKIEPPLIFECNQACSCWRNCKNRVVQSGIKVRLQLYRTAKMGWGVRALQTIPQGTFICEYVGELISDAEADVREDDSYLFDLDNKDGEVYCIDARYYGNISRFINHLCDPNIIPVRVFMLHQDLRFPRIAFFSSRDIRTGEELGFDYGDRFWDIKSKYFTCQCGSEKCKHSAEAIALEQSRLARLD
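AlphaScreen detection with an anti-monomethyl H3K9 antibody quantified product after a 2 h room-temperature reaction containing 500 nM biotinylated H3K9 peptide, 20 µM SAM and 20 nM enzyme, which had been preincubated 15 min with compound.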
BAZ2B block: inhibitors of human BAZ2B bromodomain; Q9UIF8; AlphaScreen BAZ2B-H3K14Ac peptide displacement; Potency, µM (series often up to 114 µM), inactives show at the highest dose activity change, negative = inhibition, usual class: inhibitors; 360,000 compounds, 4.4% hits; AID 504333; also: potency is read from the fitted curve at half-maximal effect; % is scaled to controls: 0 for no effect and ±100 for the full control effect; nearly all actives have a fitted effect of over 60% in size
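Compounds, titrated to a top concentration of 110 uM, were incubated 30 min at room temperature with preformed BAZ2B/acetyl-K14 H3 peptide complex (50 nM each). Proximity signal was measured by AlphaScreen after 20 min with beads.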
PI4K2A inh: blocks human PI4K2A kinase activity. Q9BTU6. activity change, negative = inhibition, % at 76.9 µM. 420,000 compounds, 0.13% hits. purified PI4K2A, ADP-Glo luminescence, 1 h; active compounds read low; in the data active = activity change below about -50%; inconclusive = mostly about -30% to -49%;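 also: -100% = wells without enzyme as full effect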
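Compounds are screened against recombinant PI4K2A using PI as substrate and ATP, the latter dispensed at 300 microM. Reactions run one hour at ambient temperature before ADP-Glo detection; full inhibition defined by wells lacking enzyme.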
ERG-DNA inh: inhibitors of human ERG Ets domain-DNA interaction; Potency, µM (series often up to 76.9 µM), for inactives: at the highest dose FP activity, negative = inhibition, hits mostly inhibitors; AID 624246; 370,000 compounds, 0.028% hits; fluorescence polarization, His-ERG Ets domain / labelled DNA; active = well fitted inhibition curve with a large enough effect in the polarisation, with a control signal flat; inconclusive = small, poorly fitted or top-dose-only effect, or effect the other way, or a change in a side signal; inactive = no such curve, though single readings can be large or run the other way; the % refers to the polarisation;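 also: polarization taken with two DNA probes labelled with fluorescein and Texas red; potency is read from the fitted curve at half-maximal effect; % of control where 0% means no effect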
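His-tagged ERG Ets domain (1 uM in the protein solution; 300mM KCl, 50mM Tris-HCl, 1mM EDTA, 1mM DTT, pH 7.5) received compound, then a probe mix of 5 nM fluorescein-DNA and 100nM Texas-615-DNA. Fluorescence polarization was read for both dyes.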
JMJD2A Tudor inh: JMJD2A Tudor domain (human) inhibition. O75164. 390,000 compounds, 4.4% hits. AlphaScreen JMJD2A-Tudor / H3K4me3 peptide binding. Potency, µM (top dose mostly 114 µM), for the others: at the top dose activity change, negative = inhibition, usual class: inhibitors; also: potency is read from the fitted curve at half-maximal effect; % is scaled to controls: 0 for no effect and ±100 for the full control effect; nearly all actives have a fitted effect of over 50% in size
12-LOX inh: ALOX12 (human) lipoxygenase inhibition | 580,000 compounds, 1.1% hits | P18054 | purified 12hLO, xylenol orange hydroperoxide absorbance | Potency, µM (doses to about 108 µM), for the others: at the top dose activity change, negative = inhibition, most hits filed as inhibitors | AID 1671190; also: potency is read from the fitted curve at half-maximal effect; % is scaled to controls: 0 for no effect and ±100 for the full control effect
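Purified human 12hLO at 150 nM in 25 mM Hepes, 0.01% Triton X-100, pH 7.0, preincubated 15 min at room temperature with compound. Reaction started with 40 uM arachidonic acid, 30 min at room temperature. Hydroperoxide measured by Fe-xylenol orange, 573/405 nm absorbance ratio.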
GLS inh: inhibitors of human glutaminase (GLS) | O94925 | GLS enzymatic activity, qHTS titration | Potency, µM (series often up to 45.5 µM), inactives show at the highest dose activity change, negative = inhibition, hits mostly inhibitors | 410,000 compounds, 0.21% hits | AID 624170; also: potency is read from the fitted curve at half-maximal effect; % is scaled to controls: 0 for no effect and ±100 for the full control effect
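Human kidney-isoform GLS in 45 mM KH2PO4 pH 8.2, 0.02% Tween-20, with compound, started with 1mM L-Glutamine (added stock). Glutamate oxidase/HRP/Amplex red coupled fluorescence read at start and after 30 min at RT.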
* marks the source's active call; other numbers are inactive results; u = inconclusive; x = not tested or not shown; [ ] = remark or other dose. Unless noted, calls follow the shape of the dose curve; as a rule, active = well fitted curve in the direction sought with a large enough effect; inconclusive = small, poorly fitted or top-dose-only effect, or another doubt; inactive = no such curve, though single readings can be large; an effect the other way counts as inactive or inconclusive.

SMILES	HP1b chromo inh	RGS4 inhibitor	G9a block	BAZ2B block	PI4K2A inh	ERG-DNA inh	JMJD2A Tudor inh	12-LOX inh	GLS inh
Cc1ccc(NC(=O)CCOc2ccccc2C)cc1F	55%[activator]	-19%	16%	15%	1	11%	29%	-2%	-5%
Cn1c(/C=C/c2cccc([N+](=O)[O-])c2)nc2ccccc2c1=O	11%	5%	-15%[12.7 µM]	-14%	-6	5%	-12%	-4%	-10%
CCCCCCC(=O)Nc1ccc(C(=O)N/N=C/c2cccnc2)cc1	-3%	-9%	15%	-1%[57.1 µM]	1	1%	u	8%	3%
O=C(CCN1CCN(c2ccccc2)CC1)Nc1ccccc1F	22%	-10%	-24%[59 µM]	-20%	-1	-2%	-13%	2%	-4%
CCCOC(=O)C1C2C=CC(C2)C1C(=O)OCC(=O)c1ccccc1 (stereo unspecified)	40%	22%	3%[59 µM]	4%	-1	-7%	12%	-11%	10%
O=C(COC(=O)c1ccccc1O)NCc1ccccc1Cl	42%[activator]	-9%	x	x	-1	-7%	3%	-19%	-1%
O=c1c2ccccc2cnn1Cc1cccc(Br)c1	69%[activator]	7%	60%[activator]	4%	0	-9%	16%	6%	0%
Cc1cc(Nc2nc3ccccc3nc2Cl)n(-c2ccccc2C)n1	95%[activator]	-18%	66%[activator]	31%[activator]	-2	x	37%[activator]	5%	u
CCN(CC)CCCNC(=O)C1c2ccccc2C(=O)N(C)C1c1ccc(OC)cc1 (stereo unspecified)	26%	-28%	2%[59 µM]	-1%	-1	4%	-10%	-29%	-12%
CCn1c(SC(C)C(=O)O)nnc1-c1cccnc1 (stereo unspecified)	20%	-9%	6%[0.501 µM]	u	-1	-1%	-20%	-4%	2%
CCOC(=O)c1csc(NC(=O)c2ccc3c(c2)OCCO3)n1	32%	-33%	x	2%	-5	-2%	-18%	x	-11%
CC1(C)Cc2c(cnn2-c2ccc(F)cc2)C(NC(=O)C2=NNC(=O)CC2)C1 (stereo unspecified)	13%	-121%[56.9 µM]	13%	-2%	2	1%	16µM*	0%	16µM*
Cc1cc(C)c(C(=O)OCC(=O)NC(=O)c2ccccc2)c(C)c1	31%	-6%	7%	-1%	-4	-1%	-9%	-2%	1%
CCOCCCNC(=O)c1cn2c3c(ccc(Cl)c3c1=O)OC(C)C2 (stereo unspecified)	41%[activator]	1%	40%	5%	1	7%	1%	0%	-7%
Cc1nc2ncnn2c(C)c1CCC(=O)N1CCCCC1	28%	17%	26%[59 µM]	-4%	-9	3%	-17%	0%	1%
O=C(c1cccs1)N1CC=C(c2ccccc2)CC1	66%[activator]	-35%	91%[activator][12.7 µM]	60%[activator]	-1	3%	3%	0%	3%
Cc1ccccc1S(=O)Cc1ccc(C(=O)NC2CCN(Cc3ccccc3)CC2)o1 (stereo unspecified)	61%[activator]	-25%[56.9 µM]	-1%	-26%	-2	0%	-11%	0%	-7%
Cc1cc(Cl)ccc1-n1c(-c2cccnc2)n[nH]c1=S	44%[activator]	-21%	10µM*	4%	-6	-1%	28µM*	-18%	1%
COc1cccc(CNC2CCCc3ccccc32)c1OC (stereo unspecified)	u	-7%	40µM*	u	7	4%	79µM*	u	3%
O=C(COc1ccc(Cl)cc1)NCCCn1ccnc1	37%	-7%	14%[59 µM]	u	-7	1%	-23%	12%	1%
CCc1[nH]nc2c1C(c1ccsc1)C(C#N)=C(N)O2 (stereo unspecified)	39%	-11%	-11%[59 µM]	2%	0	-8%	0%	10%	27%
Cc1cc([N+](=O)[O-])nn1CC(=O)N1N=C(C(F)F)CC1(O)C(F)F (stereo unspecified)	34%	-9%	10%[59 µM]	6%	3	-7%	1%	-4%	-5%
COc1cccc(-c2sc3ccccc3c2-c2ccc(OCCN(C)C)cc2)c1	u	-23%	x	x	1	-5%	45µM*	u	11%
Cc1ccc(CN(c2ccc(C(=O)NCc3ccc4c(c3)OCO4)cc2)S(C)(=O)=O)cc1	44%[activator]	-16%	11%	5%	-2	0%	-4%	6%	-2%
COc1ccc(CNC(=O)COC(=O)/C=C/c2cccc(Br)c2)cc1	55%[activator]	-9%	9%	-7%	4	12%	-3%	-3%	-7%

Full records, quoted from the list:
`CCOCCCNC(=O)c1cn2c3c(ccc(Cl)c3c1=O)OC(C)C2` (stereo unspecified) in the list: HP1b chromo inh: 41%[activator]; RGS4 inhibitor: 1%; G9a block: 40%; BAZ2B block: 5%; PI4K2A inh: 1; ERG-DNA inh: 7%; JMJD2A Tudor inh: 1%; 12-LOX inh: 0%; GLS inh: -7%
`O=C(COc1ccc(Cl)cc1)NCCCn1ccnc1` in the list: HP1b chromo inh: 37%; RGS4 inhibitor: -7%; G9a block: 14%[59 µM]; BAZ2B block: u; PI4K2A inh: -7; ERG-DNA inh: 1%; JMJD2A Tudor inh: -23%; 12-LOX inh: 12%; GLS inh: 1%

Continued.
SMILES	HP1b chromo inh	RGS4 inhibitor	G9a block	BAZ2B block	PI4K2A inh	ERG-DNA inh	JMJD2A Tudor inh	12-LOX inh	GLS inh
C=C(C)CN(CC)c1nc(N)c2c(N)nc3c(c2c1C#N)CC(=O)N3C12CC3CC(CC(C3)C1)C2	-25%	6%[11.4 µM]	13%	-29%	u	-6%	-22%[57.1 µM]	u	-5%
CC(=O)Nc1c(C)nn(-c2ccccc2)c1N1CCC(C(=O)Nc2cc(F)ccc2F)CC1	28%[57 µM]	-1%	2%[59 µM]	2%	0	7%	-2%	-29%	1%
COCC(=O)OCC(=O)Nc1ccccc1-c1ccccc1	40%[activator]	-12%	5%	-16%	5	-2%	-5%[57.1 µM]	0%	0%
O=C1c2[nH]nc(-c3ccccc3)c2C(c2ccccc2)N1c1cccc(C(F)(F)F)c1 (stereo unspecified)	25%	-2%	2%[59 µM]	-1%	-1	1%	-21%	-15%	-6%
Cc1ccnc(NS(=O)(=O)c2ccc(NC(=O)c3ccc(Cl)cc3[N+](=O)[O-])cc2)n1	18%	48%	3%	-21%	-1	-7%	-12%	-10%	5%
CCOc1ccccc1-n1c(CNc2ccc(F)cc2)nnc1SCC(=O)NCc1ccco1	12%	-18%	u	-7%	-7	10%	-14%	452%[activator]	11%
CC1(C)CC(=O)C2=C(C1)Nc1ccccc1NC2c1cccc(F)c1 (stereo unspecified)	35%	-35%	x	23%	3	-1%	-8%	11µM*	4%
CCN(C(=O)COC(=O)COc1ccccc1Cl)c1c(N)n(Cc2ccccc2)c(=O)[nH]c1=O	26%	-8%	21%[12.7 µM]	11%	-3	1%	-9%	22%	3%
O=C(CSc1nc(O)cc(=O)n1-c1ccccc1)NCc1ccccc1	32%[activator]	-13%	-34%[12.7 µM]	9%	3	9%	u	u	4%
CC(=O)Nc1ccc(NC(=O)COC(=O)c2cc(S(=O)(=O)N(C)C)ccc2N2CCCC2)cc1	4%	-15%	u	3%	4	-10%	-20%	4%	1%
COCC(C)NC(=O)C1CC(c2cccc(Br)c2)=NO1 (stereo unspecified)	15%	17%	-5%[59 µM]	3%	4	2%	-11%	0%	-1%
COc1ccc(C(=O)N2CCCC(CCC(=O)NCc3ccccc3F)C2)c(OC)n1 (stereo unspecified)	46%[activator]	2%[11.4 µM]	9%	-21%	10	u	-5%	3%	0%
COc1ccc(N2CCN(C(CNC(=O)C(=O)NCC(OC)OC)c3ccco3)CC2)cc1 (stereo unspecified)	10%	-9%	-6%	-10%[57.1 µM]	7	-10%	-10%	-7%	63%[activator]
Cc1c(NS(=O)(=O)c2cc(C(=O)NCc3cccc(Cl)c3)ccc2Cl)c(=O)n(-c2ccccc2)n1C	24%	-1%	x	x	-7	4%	-23%	210%[activator]	-4%
Cc1ccc(S(=O)(=O)N2CCN(C(=O)c3ccc4c(c3)OCO4)CC2)cc1	102%[activator]	-19%	17%	-10%	0	14%	-6%	-12%	-6%
CCOc1ccccc1NC(=O)C1CCCC1	66%[activator]	-24%[56.9 µM]	x	x	-2	-4%	-17%	0%	-1%
COc1cc2c(cc1OC)C(c1ccccc1Cl)N(C)CC2 (stereo unspecified)	23%	3%	26%[0.501 µM]	-2%	-3	-3%	-15%	u	4%
CC1CCc2c(C(=O)Nc3ccccn3)csc2C1 (stereo unspecified)	77%[activator]	5%[11.4 µM]	43%	-1%	1	-7%	-10%[11.4 µM]	6%	5%
Cn1c(-c2ccccc2)cnc1SCc1nc2ccccc2c(=O)[nH]1	-24%	-23%	u	u	0	2%	u	-3%	4%
COc1ccccc1N1CCN(C(=O)CCNC(=O)c2ccco2)CC1	25%	3%	4%[59 µM]	-6%	-1	-9%	-9%	11%	19%
COc1ccc(CNC(=O)Cc2cccs2)cc1OC	16%	7%	2%	-3%	6	-6%	8%	-1%	-10%
COc1ccc(-c2csc(Nc3ncccc3C)n2)cc1	-2%	-25%	18µM*	-9%	-7	5%	u	3%	12%
Cc1nc2ccc(C(=O)N/N=C/c3ccc(O)cc3)cc2[nH]1	14%	-33%	79µM*	-2%	-5	-7%	-9%	1%	1%
CCOC(=O)c1ccc2c(c1)[C@@H]1C=CC[C@@H]1[C@H](c1cccc(OC)c1OC)N2	11%	2%	-32%[59 µM]	-9%	2	0%	-19%	u	2%
Cc1cc(S(=O)(=O)Nc2ccc3c(c2)COC3=O)ccc1F	58%[activator]	-25%	6%	22%	1	2%	-5%	16%	0%

The list is partial; the hit share may differ from the screen's.
